Epigenetic mod: epigenetic modulators derepressing GFP locus in mouse cells; mouse C127i GFP locus derepression, cytometry, 30 h; Potency, µM (titrated, usually from 46.1 µM), for inactives: at the highest dose GFP derepression (activation); 68,000 tested, 0.09% active; AID 597; further: % of control where 0% means no effect
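Read-out is the number of GFP-positive cells, scored as fluorescent objects 20 to 120 um wide, reflecting derepression of a silenced CMV-GFP reporter in murine C127i cells after 30 h compound exposure at 37 C.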
Hsp90 Hop PPI: changes Hsp90-Hop TPR2A binding signal, up or down. AlphaScreen TPR2A-His6 binding biotin-Hsp90 C-terminal peptide. Potency, µM (series often up to 57 µM), inactives show top-dose activity change, negative = inhibition. 71,000 tested, 0.44% active. AID 595; active means well fitted curve in either direction with a large enough effect; inconclusive means small, poorly fitted or top-dose-only effect, or another doubt; further: potency means the concentration at half of the fitted maximal effect; on the % scale 0 is the no-effect control and ±100 the full control effect; many of its hits are not listed in these tables
ALOX15 inhib: inhibitors of human 15-lipoxygenase (ALOX15). purified 15hLO-1, xylenol orange hydroperoxide absorbance. Potency, µM (highest dose often 57.1 µM), without a hit: top-dose activity change, negative = inhibition, most hits filed as inhibitors. 74,000 tested, 1.4% active; further: potency means the concentration at half of the fitted maximal effect; on the % scale 0 is the no-effect control and ±100 the full control effect; nearly all actives have a fitted effect of over 55% in size
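Hydroperoxide formed from arachidonic acid (50 uM) by purified human 15hLO-1 (40 nM) oxidizes ferrous iron, and the ferric-xylenol orange complex is read at 573 versus 405 nm. Compounds were preincubated 15 min; reaction ran 6 min at room temperature.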
DNA Pol III inh: DNA polymerase III holoenzyme inhibition; Potency, µM (series often up to 57.1 µM), for inactives: at the highest dose activity change, negative = inhibition; 71,000 tested, 0.25% active; AID 603; reconstituted DNA polymerase III holoenzyme replication, biochemical; further: potency means the concentration at half of the fitted maximal effect; on the % scale 0 is the no-effect control and ±100 the full control effect
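Reconstituted *E. coli* holoenzyme (0.35 nM Pol III, 1 nM beta, 154 nM SSB, 2 nM primase) was preincubated with compound for 15 min at RT. Synthesis on 1.4 nM ssM13Gori ran 35 min, then was stopped with PicoGreen/EDTA and read as dsDNA fluorescence.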
HBB splicing: modulators of hemoglobin beta chain splicing | 65,000 tested, 0.06% active | Potency, µM (top dose mostly 46.1 µM), without a hit: top-dose activation, most hits filed as activators | HBB splicing reporter cell assay, activation; EGFP reporter with mutant IVS2-654 intron; response scale: normalised to 500 nM splice-correcting PNA; further: potency means the concentration at half of the fitted maximal effect; 0% is about no effect
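HeLa cells stably expressing EGFP interrupted by mutant beta-globin intron 2 (IVS2-654), 500/well in 2% FCS. Treated with compound for 2 days at 37C. Splicing correction scored as total well GFP intensity (488 nm excitation, 500-520 nm emission); 500 nM antisense PNA served as control.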
Tau filament bind: binders of human tau filaments. P10636. recombinant tau filaments, thioflavin S fluorescence, 15 h; filaments grown with octadecylsulfate alongside compound. Potency, µM (top dose mostly 57.1 µM), for the others: at the highest dose activity change, negative = inhibition. 71,000 tested, 2% active;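 further: potency means the concentration at half of the fitted maximal effect; on the % scale 0 is the no-effect control and ±100 the full control effect; actives lower thioflavin S fluorescence by blocking filaments or displacing dye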
Target sequence (P10636 whole entry, looked up): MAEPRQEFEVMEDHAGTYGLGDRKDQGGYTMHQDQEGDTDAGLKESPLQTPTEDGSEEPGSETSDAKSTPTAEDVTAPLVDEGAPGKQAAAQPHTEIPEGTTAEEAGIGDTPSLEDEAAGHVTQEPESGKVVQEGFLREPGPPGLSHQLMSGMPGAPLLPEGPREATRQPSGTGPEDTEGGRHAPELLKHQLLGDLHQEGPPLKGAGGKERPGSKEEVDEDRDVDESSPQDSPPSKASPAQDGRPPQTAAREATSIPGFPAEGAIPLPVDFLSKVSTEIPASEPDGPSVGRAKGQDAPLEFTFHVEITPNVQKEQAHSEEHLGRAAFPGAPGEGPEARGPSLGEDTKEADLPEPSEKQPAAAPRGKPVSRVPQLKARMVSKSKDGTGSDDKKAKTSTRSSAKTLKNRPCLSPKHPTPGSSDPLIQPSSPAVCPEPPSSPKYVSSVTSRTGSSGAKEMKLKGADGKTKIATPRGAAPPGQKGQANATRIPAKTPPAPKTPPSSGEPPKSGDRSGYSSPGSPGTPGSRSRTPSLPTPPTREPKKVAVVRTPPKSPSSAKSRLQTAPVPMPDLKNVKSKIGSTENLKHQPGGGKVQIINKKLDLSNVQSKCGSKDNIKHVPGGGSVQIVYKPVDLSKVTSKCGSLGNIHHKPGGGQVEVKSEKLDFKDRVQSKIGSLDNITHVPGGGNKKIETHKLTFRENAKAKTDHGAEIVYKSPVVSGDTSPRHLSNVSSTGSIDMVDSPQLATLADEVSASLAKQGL
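His-tagged recombinant human tau (exons 2, 3 and 10 included), 1 uM, was induced to fibrillize by 30 uM sodium octadecylsulfate with compound present. After 15 h at 37 C, thioflavine S fluorescence (ex 450, em 510 nm) was read.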
Luciferase inh: inhibitors of firefly luciferase; purified firefly luciferase, luminescence, 8 min; AID 411; P08659; Potency, µM (top dose mostly 57.1 µM), for inactives: at the top dose activity change, negative = inhibition, actives largely listed as inhibitors; 72,000 tested, 2.2% active; further: potency means the concentration at half of the fitted maximal effect; on the % scale 0 is the no-effect control and ±100 the full control effect; nearly all actives have a fitted effect of over 40% in size
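Compounds were tested as concentration series (qHTS) against purified P. pyralis luciferase with luciferin and 10 uM ATP in 50 mM imidazole pH 7.2, 50 mM KCl, 7 mM MgCl2, 0.01% Tween 20, 0.05% BSA. Luminescence was read after 8 min at ambient temperature.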
HADH2 inh: blocks human hydroxyacyl-CoA dehydrogenase type II. recombinant HADH2, NADH fluorescence, beta-hydroxybutyryl-CoA. Potency, µM (series often up to 57.1 µM), without a hit: top-dose activity change, negative = inhibition, usual class: inhibitors. 73,000 tested, 3.4% active. AID 886; further: potency means the concentration at half of the fitted maximal effect; on the % scale 0 is the no-effect control and ±100 the full control effect; nearly all actives have a fitted effect of over 60% in size; many of its hits are not listed in these tables
Target sequence (Q99714 whole entry, looked up, one chain of several): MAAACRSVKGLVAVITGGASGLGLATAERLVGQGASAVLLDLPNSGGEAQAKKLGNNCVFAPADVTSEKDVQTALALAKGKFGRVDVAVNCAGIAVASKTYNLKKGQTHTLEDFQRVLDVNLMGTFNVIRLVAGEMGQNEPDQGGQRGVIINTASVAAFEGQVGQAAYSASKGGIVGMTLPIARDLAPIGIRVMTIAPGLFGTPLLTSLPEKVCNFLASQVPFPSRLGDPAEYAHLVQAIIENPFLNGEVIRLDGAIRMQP
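Read-out: 360 nm excitation, 450 nm emission, kinetic over 4 min. Conditions: His-tagged human HADH2 20 nM, pH 9.0 Tris with Tween-20, 1 mM NAD+, 90 uM beta-hydroxybutyryl-CoA.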
CRE Fsk mod: modulators of forskolin-stimulated CRE signaling in CHO cells. CHO CRE-bla reporter (cAMP response element driving beta-lactamase), forskolin EC10, beta-lactamase ratio. Potency, µM (doses to about 38.2 µM), for the others: top-dose activity change, negative = inhibition, usual class: activators. 71,000 tested, 2.5% active. AID 662; active means well fitted activation curve with a large enough effect in the signal ratio, with a control signal flat, not every such curve was filed as active; inconclusive means small, poorly fitted or top-dose-only effect, or effect the other way, or a change in a side signal; the % refers to the signal ratio; further: potency means the concentration at half of the fitted maximal effect; % of control where 0% means no effect
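AC50 values, positive or negative, reflect shifts in EC10 NKH 477-induced CRE-bla reporter activity in CHO cells. Incubation lasted 3 h at 37 °C before CCF4 substrate (2 h, room temperature) and ratiometric 460/530 nm reading.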
Ub-GFP proteasome: ubiquitin-GFP accumulation via proteasome inhibition; Ubiquitin-GFP reporter cells, proteasome inhibition, GFP fluorescence; response scale: untreated = 0%, 10 µM MG-132 = 100%; Potency, µM (titrated, usually from 45.9 µM), without a hit: at the highest dose activation (GFP accumulation), most hits filed as activators; 67,000 tested, under 10 active; AID 526; active means well fitted activation curve with a large enough effect, not every such curve was filed as active; inconclusive means small, poorly fitted or top-dose-only effect, or another doubt; inactive means no such curve, though single readings can be large or run the other way; further: potency means the concentration at half of the fitted maximal effect
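Reporter cells (U2OS, ubiquitin-G76V-GFP fusion) are plated overnight, then treated 4 hr at 37 °C with compound titrations from 46 uM down to 2.9 nM. Activity is scaled against untreated cells and 10 uM MG-132.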
ERK AVP block: blocks ERK signaling stimulated by vasopressin | 72,000 tested, 0.99% active | Potency, µM (series often up to 57.5 µM), without a hit: at the top dose activity, negative = inhibition, usual class: inhibitors | HEK293-V1b, vasopressin-stimulated pERK AlphaScreen; further: potency means the concentration at half of the fitted maximal effect; on the % scale 0 is the no-effect control and ±100 the full control effect; nearly all actives have a fitted effect of over 55% in size
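HEK293 cells stably expressing V1b receptor, preincubated 30 min at 37 °C with compound, then stimulated 5 min with 25 nM vasopressin. Phospho-ERK by AlphaScreen SureFire after 5 h RT; normalized to DMSO and vasopressin; AC50 by Hill fit.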
* hit, by the source's call; u = inconclusive; x = no result given; [ ] = another dose, or the depositor's remark. Unless noted, the call rests on the fitted dose curve; in most records, active means well fitted curve in the direction sought with a large enough effect; inconclusive means small, poorly fitted or top-dose-only effect, or another doubt; inactive means no such curve, though single readings can be large; an effect the other way counts as inactive or inconclusive. Only part of the results is shown. The share of hits here may be higher or lower than overall.

SMILES | Epigenetic mod | Hsp90 Hop PPI | ALOX15 inhib | DNA Pol III inh | HBB splicing | Tau filament bind | Luciferase inh | HADH2 inh | CRE Fsk mod | Ub-GFP proteasome | ERK AVP block
Cc1ccc(N2OC3C(=O)NC(=O)C3C2c2ccco2)cc1 (centres undefined) | 2.3% | 0.6% | 0.0% | -3.6% | 0.3% | 0.3% | -5.8% | -3.9% | -1.1% | 0.6% | -12.2%
O=C(Nc1nnc(N2CCCCCC2)s1)c1cc(-c2ccc(Br)cc2)on1 | x | -3.2%[2.3 µM] | 8.9% | -0.2% | -0.1% | 128.7% | 1.7% | -9.4% | u | 11.4% | 9.9%
COc1cccc(NC(=O)c2cccc(OC)c2OC)c1 | -0.1% | 4.8% | 7.2% | -5.1% | 0.3% | -7.3% | u | 1.9% | 13.3% | -8.0% | -10.4%
COCCn1cnc2c(c1=O)c1nc3ccccc3nc1n2/N=C/c1cccc(OC)c1OC | 1.6% | 0.4% | 8.0% | 6.0% | 0.7%[0.369 µM] | -4.3% | 4.5% | 4.9% | u | x | -23.8%
COc1ccc(NC(=O)CC2Oc3ccc(C)cc3NC2=O)cc1 (centres undefined) | x | -4.8%[2.3 µM] | -9.7% | -1.9% | -1.1% | 216.3% | 0.2% | u | 3.8% | -9.4% | -21.8%
N#CCCn1c(=O)c(-c2cccs2)nc2cnc(OCc3ccccc3)nc21 | 2.2%[9.22 µM] | -9.0% | 0.5% | -5.0% | 1.0% | 59.6% | -0.7%[11.4 µM] | 47.1%[activator] | 1.26µM* | 4.7% | 4.0%
CCCCN=c1sc(C(=O)OC)cc(=O)n1CCCC | 0.2% | -4.0% | 11.9% | -0.2% | 1.9% | 1.0% | 2.3% | 3.0% | u | 12.5% | 8.6%
Cn1c(CCNC(=O)c2ccc(F)cc2)nc2ccccc21 | 0.0% | -1.0% | 8.2% | -5.0% | -0.6% | 7.2% | -2.2% | 0.6% | -14.9% | -5.6% | 8.7%
COC(=O)c1ccc(CSc2nnnn2C)o1 | -2.2% | -3.3% | 4.6% | -1.0% | -0.1% | -11.0% | -34.7% | 4.9% | 3.8% | -5.8% | 2.2%
COC(=O)c1ccc(C2c3c(oc4ccccc4c3=O)C(=O)N2CCCN2CCOCC2)cc1 (centres undefined) | x | -0.2% | -3.3% | 6.3% | 0.1% | u | 1.7% | 7.2% | -3.2% | -12.6% | x
CCOC(=O)CSc1ncnc2c1cnn2-c1ccc(Cl)cc1 | 2.3% | 0.7% | 9.0% | -3.4% | -0.1%[57.5 µM] | -0.7% | -0.8% | 0.7% | -2.5% | 1.1% | -0.1%
Cc1ccc2[nH]c(=O)c3cc(C(=O)NCCN4CCN(C)CC4)sc3c2c1 | -2.3% | -5.2% | 6.5% | -12.7% | 0.6% | 308.4% | 2.5% | 12.4% | 1.0% | 10.5% | -23.4%
O=C(COC(=O)c1ccc(N2CCCC2=O)cc1)NCc1ccco1 | -2.7% | -1.1% | 4.1% | -4.1% | 0.1%[57.5 µM] | -1.3% | -3.9% | 16.5% | 8.5% | -3.3% | -6.0%
CCOc1ccc(Cn2nnc(C(=O)NCCc3ccccc3)c2N)cc1 | x | -3.4%[2.3 µM] | -5.9% | -7.5% | 0.3% | 29.7% | 3.6% | -0.9% | 0.9% | -8.6% | 8.9%
O=c1[nH]c2ccsc2c(=O)n1-c1ccc(F)c(Cl)c1 | 2.4% | 1.3% | 3.2% | -7.9% | 0.4% | 10.0% | 0.0% | -10.0% | u | 7.3% | 8.9%
CN(CC(=O)N1CCc2ccccc21)S(=O)(=O)c1ccc(Br)s1 | 5.9% | -0.1% | 0.0% | 4.3% | -2.1% | 8.2% | -1.4% | 9.4% | -20.7% | 2.5% | 9.5%
CCc1ccc(NC(=O)N(C2CCC(C)CC2)C2CCN(C(C)=O)CC2)cc1 (centres undefined) | -0.4% | 6.0% | 10.0% | -5.3% | -2.1% | -6.9% | -6.0% | 11.5% | -2.0% | -6.9% | 24.3%
CCCn1nnnc1SCC(=O)NCc1ccc(OC)cc1 | 1.2% | -0.8% | 8.6% | -0.5% | -0.4%[57.5 µM] | 0.3% | -0.8% | -12.3% | -15.9% | -2.0% | 15.9%
COC(=O)c1[nH]c2cccc(OC)c2c1NC(=O)CCN1CCC(C)CC1 | -4.2% | 0.1% | 6.7% | -6.1% | 4.0%[1.84 µM] | -4.4% | 0.7% | -23.3% | u | 0.0% | 11.3%
COc1ccccc1CNc1ncnc2ccc(-c3ccoc3)cc12 | -0.5%[9.22 µM] | -11.7% | -20.9% | -4.6% | 2.2% | 52.9% | -2.1%[2.29 µM] | u | -19.7% | 1.1% | u
O=C(c1ccco1)N1CCN(c2ncnc3c2cnn3-c2ccccc2)CC1 | 0.0% | -1.4% | 3.0% | -4.3% | -0.8% | 0.8% | -5.7% | 5.5% | 0.9% | -3.0% | -3.0%
COC(=O)CN(c1ccccc1)S(=O)(=O)c1ccccc1 | -4.9% | -6.4% | -3.0% | 2.8% | -0.7% | 7.5% | 1.8% | -4.5% | 1.7% | -13.0% | -9.9%
CC(=O)N1CCC2(CC1)CN(Cc1cc(C(F)(F)F)cc(C(F)(F)F)c1)C2 | -5.6%[9.22 µM] | -1.1% | 6.1% | 0.0% | 5.8% | 5.2% | 1.1%[11.4 µM] | 3.2% | 1.8% | -6.2% | -7.6%
CCc1ncc(C(=O)c2ccc(OC)cc2)n1C | 2.5% | -2.2% | u | -0.2% | -1.9% | 0.4% | -2.5% | -0.1% | 7.6% | -4.6% | -5.2%
Cn1c(=O)c2c(nc(N3CCCCC3)n2CCSc2nc3ccccc3o2)n(C)c1=O | 2.6% | 3.2% | -1.6% | -1.7% | 1.3%[57.5 µM] | 4.8% | 1.4% | 11.3% | u | 1.7% | -12.9%

(more compounds)
SMILES | Epigenetic mod | Hsp90 Hop PPI | ALOX15 inhib | DNA Pol III inh | HBB splicing | Tau filament bind | Luciferase inh | HADH2 inh | CRE Fsk mod | Ub-GFP proteasome | ERK AVP block
CC(Cc1cccs1)NC(=O)NC1CCCCC1 (centres undefined) | -3.5% | -0.6% | 3.0% | 3.4% | -3.9% | -0.3% | -3.8% | 22.8% | -12.6% | 1.8% | 4.1%
CCN(C(=O)COc1ncnc2scc(-c3ccc(F)cc3)c12)C1CCS(=O)(=O)C1 (centres undefined) | -1.1% | -0.7% | 6.9% | 1.0% | -1.0% | -0.5% | -1.1% | -5.4% | -7.1% | -1.0% | -16.3%
CCNC(=O)[C@@H]1O[C@@H](n2cnc3c(N)nc(NCCc4ccc(CCC(=O)O)cc4)nc32)[C@H](O)[C@@H]1O | 1.0% | u | 30.0% | 0.7% | 0.4% | -16.8% | -7.6% | u | 0.9% | -5.8% | -27.8%
CC12C=CC3(O1)C(C(=O)N(c1cccnc1)C3C(=O)NC1CCCCC1)C2C(=O)Nc1ccccc1 (centres undefined) | -1.3% | -2.2% | 0.8% | 2.2% | 3.7% | -3.3% | 3.0% | -5.8% | -3.6% | 2.8% | -17.4%
COc1ccc(-c2nc3cnc(Nc4cccc(OC)c4)nc3n(Cc3cccs3)c2=O)cc1 | 2.7%[9.22 µM] | -6.4% | -0.7% | -1.5% | 3.9% | 70.4% | 0.7%[11.4 µM] | 2.2% | u | 1.5% | 14.3%
O=C(CC1(O)C(=O)Nc2cc(Cl)cc(Cl)c21)c1ccncc1 (centres undefined) | 0.0% | 0.1% | -1.6% | -2.5% | -1.7% | -0.8% | -7.0% | 7.9% | u | 3.2% | 2.9%
CCOC(=O)C1=C(C)NC(C)=C(C(=O)OCC)C1C(=O)OCC(=O)N1CCC(C)CC1 | 1.0% | -1.9% | -0.9% | -2.8% | -1.4% | 4.8% | 7.2% | 7.1% | 8.0% | 7.7% | -4.9%
Nc1nc(SCC(=O)N2CCCc3ccccc32)n(-c2ccccc2)n1 | x | -4.8%[2.3 µM] | -5.2% | -0.5% | -0.3% | -0.3% | 0.2% | 0.5% | 7.1% | 0.0% | -20.8%

Compound activity (PubChem BioAssay)
